Assay outcomes from PubChem.
FEN1 inhibitor = qHTS Assay for the Inhibitors of Human Flap endonuclease 1 (FEN1); Potency, µM (titrated, usually from 114 µM), without a hit: at the highest dose activity change, negative = inhibition, usual class: inhibitors; Recombinant FEN1 flap cleavage, fluorescence, 15 min; 390,000 compounds, 0.35% hits; P39748; further: nearly all actives have a fitted effect of over 65% in size
Target sequence (P39748 whole entry, looked up): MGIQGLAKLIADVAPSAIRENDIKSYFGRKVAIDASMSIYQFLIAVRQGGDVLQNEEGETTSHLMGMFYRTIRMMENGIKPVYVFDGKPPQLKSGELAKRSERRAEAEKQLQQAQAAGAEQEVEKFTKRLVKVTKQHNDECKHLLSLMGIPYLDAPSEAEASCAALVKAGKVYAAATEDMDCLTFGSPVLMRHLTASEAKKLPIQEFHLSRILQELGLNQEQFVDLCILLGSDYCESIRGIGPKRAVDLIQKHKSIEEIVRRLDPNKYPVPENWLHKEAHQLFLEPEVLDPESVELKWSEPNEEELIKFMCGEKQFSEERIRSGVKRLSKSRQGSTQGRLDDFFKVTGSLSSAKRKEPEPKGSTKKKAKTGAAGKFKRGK
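Read-out was taken twice, immediately and after 15 min, following addition of 50 nM substrate to 10 nM FEN1 that had sat with test compound for 15 min at room temperature. Curves came from a four-parameter Hill model.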
TDP1 block = qHTS Assay for Inhibitors of Tyrosyl-DNA Phosphodiesterase (TDP1). Tyrosyl-DNA phosphodiesterase 1 (Homo sapiens), Q9NUW8. recombinant TDP1, AlphaScreen DNA substrate cleavage. Potency, µM (series often up to 130 µM), without a hit: top-dose activity change, negative = inhibition, hits mostly inhibitors. 350,000 compounds, 0.28% hits; further: nearly all actives have a fitted effect of over 40% in size
Target sequence (Q9NUW8 whole entry, looked up): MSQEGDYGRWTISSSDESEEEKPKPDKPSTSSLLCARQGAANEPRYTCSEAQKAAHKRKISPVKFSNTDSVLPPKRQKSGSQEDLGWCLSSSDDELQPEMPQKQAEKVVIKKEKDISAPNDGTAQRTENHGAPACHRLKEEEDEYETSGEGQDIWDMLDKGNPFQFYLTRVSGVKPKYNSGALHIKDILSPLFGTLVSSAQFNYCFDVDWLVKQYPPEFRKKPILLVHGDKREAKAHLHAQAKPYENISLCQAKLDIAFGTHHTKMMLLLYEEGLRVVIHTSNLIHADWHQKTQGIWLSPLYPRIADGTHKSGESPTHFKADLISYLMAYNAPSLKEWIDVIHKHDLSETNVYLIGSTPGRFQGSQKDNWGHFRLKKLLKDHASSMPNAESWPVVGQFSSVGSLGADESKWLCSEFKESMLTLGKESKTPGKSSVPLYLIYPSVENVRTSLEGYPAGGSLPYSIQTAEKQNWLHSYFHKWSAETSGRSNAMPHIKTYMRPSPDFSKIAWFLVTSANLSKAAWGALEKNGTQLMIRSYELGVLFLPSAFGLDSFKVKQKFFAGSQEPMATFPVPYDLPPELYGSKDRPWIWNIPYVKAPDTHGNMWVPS
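Tdp1 1 nM final; 15 min RT w/ cpd; substrate 15 nM, 5 min; beads 10 ug/ml, 10 min; AlphaScreen read. Neg ctrl: no enzyme.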
N370S GC = qHTS Assay for Inhibitors and Activators of N370S glucocerebrosidase as a Potential Chaperone Treatment of Gaucher Disease. N370S GC spleen homogenate, 4MU-glucoside fluorescence. Lysosomal acid glucosylceramidase (Homo sapiens), P04062. Potency, µM (titrated, usually from 59.4 µM), without a hit: at the highest dose activity change, negative = inhibition, hits mostly inhibitors. 330,000 compounds, 0.092% hits;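 further: 0% = full enzyme activity and -100% = no enzyme basal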
Starred values were filed as active, the others as inactive; ? = inconclusive; nt = no result given; & = joins results of further samples; [ ] = dose if it differs, or a comment. The call rests on the fitted dose curve; in most records, active means well fitted curve in the direction sought with a large enough effect; inconclusive means small, poorly fitted or top-dose-only effect, or another doubt; inactive means no such curve, though single readings can be large; an effect the other way counts as inactive or inconclusive. Unless noted, on the % scale 0 is the no-effect control and ±100 the full control effect; potency means the concentration at half of the fitted maximal effect.

SMILES	FEN1 inhibitor	TDP1 block	N370S GC
O=C(O)CC/C(=C\c1ccc(N2CCOCC2)c([N+](=O)[O-])c1)c1nc2ccccc2s1	-14%	3%	-13%
CCOc1ccc(/C=C/c2nc(C#N)c(N3CCC(C)CC3)o2)cc1	7%	0%	nt
COc1ccc(CC(=O)N2CCc3cc(OC)c(OC)cc3C2COc2ccc(F)cc2)cc1OC (configuration not stated)	-10%	8%	nt
C=CCSC1=C(C#N)C(c2ccccc2OCC)C(C#N)C(=O)N1 (configuration not stated)	-9%	4%	0%
Cc1ccc(NC(=O)C(=O)NCc2ccc(/C=C(/C#N)C(=O)NCc3cccnc3)o2)cc1	7%	2%	15%
COc1ccc(CNC(=O)CSc2nnc(Cn3nnc4ccccc43)n2C)cc1	0%	3%	1%
C[N+](C)(C)CCCN(Cc1ccc2c(c1)OCO2)C(=O)NC1CCCCC1	1%	4%	-5%
CCOc1ccc2[nH]c(C)c(CN(C)C)c(=O)c2c1	7%	1%	-1%
COc1cc(C(=O)NCCc2ccc(F)cc2)c([N+](=O)[O-])cc1OC	-1%	2%	6%
Cc1ccc(C2/C(=C(/O)c3cnn(-c4ccccc4)c3C)C(=O)C(=O)N2CCN2CCOCC2)o1 (configuration not stated)	-9%	6%	nt
Cc1cccc(C(=O)Nc2ccccc2C(=O)OCC(=O)Nc2ccc(C#N)cc2)c1	10%	2%	23%
CCc1nnc(NC(=O)CSc2nc3c([nH]c4ccccc43)c(=O)n2CCOC)s1	6%	0%	-1%
CC(C)CNC(=O)CN(C1CCCCC1)S(C)(=O)=O	-2%	4%	8%
Cc1ccc(C)c(OCc2nc3ccccc3[nH]2)c1	-6%	3%	9%
C#CCOCCOCCOCCNc1nc(N2CCN(C(=O)CCCCCCCCCCNC(=O)[C@H](CCCCN)n3cc(C)nn3)CC2)nc(N2CCN(C(=O)CCCCCCCCCCNC(=O)[C@H](CCCN=C(N)N)n3cc(C[C@@H](C)CC)nn3)CC2)n1	22µM*	14%	7.9µM*
Cc1cccc(-c2nsc(SCC(=O)NCc3ccco3)n2)c1	1%	-2%	-25%
O=C(NCc1cccc(Cl)c1)C1CCN(c2nnc(N3CCCC3=O)s2)CC1	1%	nt	-2%
NNc1nc(N)c2c(n1)-c1ccccc1CC21CCCC1	-2%	5%	21%
COc1cc(C#N)ccc1OCC(=O)NCCC1=CCCCC1	-6%	0%	nt
CC(C)CC(=O)Nc1c(C(=O)N2CCN(c3ccccc3F)CC2)oc2ccccc12	-19%	3%	nt
CCOC(=O)c1ccccc1NC1CC(=O)N(c2ccccc2C)C1=O (configuration not stated)	-17%	0%	23%
Cc1cc(C(=O)N2CCN(c3ccccc3F)CC2)c2c(C)nn(-c3ccccc3)c2n1	-3%	3%	nt
CCN(Cc1ccccc1)C(=O)c1ccc(CS(=O)c2ccccc2C)o1 (configuration not stated)	-1%	5%	2%
Cn1cc(Cl)c(/C=C(\C#N)S(=O)(=O)c2ccccc2)n1	-7%	3%	-1%
O=C(Nc1ccc(-c2nc3ccccc3s2)cc1)c1cc(-n2cnnc2)ccc1Cl	-4%	0%	-10%
SMILES	FEN1 inhibitor	TDP1 block	N370S GC
CC(=O)c1cccc(NC(=O)c2cc(=O)[nH]c3ccc(S(=O)(=O)N4CCOCC4)cc23)c1	2%	-4%	nt
Cc1sc2nc(CSc3n[nH]c(N)n3)[nH]c(=O)c2c1C	-3%	11%	2%
C#CCOCCOCCOCCNc1nc(N2CCN(C(=O)CCCCCCCCCCNC(=O)[C@H]([C@@H](C)CC)n3cc(CCCCCN)nn3)CC2)nc(N2CCN(C(=O)CCCCCCCCCCNC(=O)[C@H]([C@@H](C)CC)n3cc(CCCCN=C(N)N)nn3)CC2)n1	nt	15%	18µM*
CCOc1ccc(NC(=S)Nc2ccc(Br)cc2Cl)cc1	-5%	-3%	3%
COc1ccccc1-n1c(C)cc(/C=C2\C(=N)N3N=C(CC(=O)N4CCOCC4)SC3=NC2=O)c1C	20%	8%	0%
O=C(Nc1ncc(Cl)cn1)c1cccs1	4%	2%	-7%
O=C(O)c1ccccc1C(=O)NNC(=O)C(c1ccccc1)c1ccccc1	-16%	2%	1%
Cc1cc(C(=O)CSc2ncn[nH]2)c(C)n1-c1cccc(S(=O)(=O)N2CCOCC2)c1	6%	1%	-15%
CC(=O)NC1=NN(C(C)=O)C2(S1)C(=O)N(CC(C)C)c1ccc(C)cc12 (configuration not stated)	-16%	1%	-11%
COc1ccc(C(C(=O)NCC2CCCO2)N(C(=O)Cn2nnc3ccccc32)c2ccc(NC(C)=O)cc2)cc1 (configuration not stated)	14%	nt	-17%
Nc1ccc(C(=O)N/N=C\C=C\c2cccc([N+](=O)[O-])c2)cc1	-14%	8%	1%
CC(C)C[C@H]1CN=C(Nc2ccccc2)N1CC1CCC1	-23%	nt	-1%
COc1ccc(S(=O)(=O)N2CCN(C(=O)NC3CCCCC3)CC2)cc1	-2%	-1%	10%
CCc1c(C)sc2c1CCN(C(=O)Nc1cc(C)cc(C)c1)C2c1ccccc1 (configuration not stated)	-3%	-1%	nt
Nc1ccc(-c2nc3ccccc3o2)cc1	3%	nt	15%
Cc1ccccc1NCc1cccn1-c1nnc(N2CCOCC2)s1	44%	5%	nt
C#CCn1c(O)c(N=NC(=O)C(O)c2ccccc2)c2ccccc21 (configuration not stated)	7%	nt	-2%
COc1ccccc1NC(=O)COC(=O)c1c(C)nn(-c2ccccc2)c1C	-20%	0%	nt
CCC1Oc2ccccc2N(CC(=O)NCCCN2CCCC2)C1=O (configuration not stated)	-7%	1%	-7%
COc1ccc(CCNC(=O)CCCn2c(=O)c3ccccc3n(CC(=O)Nc3ccccc3C)c2=O)cc1OC	5%	5%	nt
Nc1nnc(SCC(=O)OCc2ccccc2)s1	4%	8%	5%
OC(COCc1cccs1)CN1CCN(c2cccc(Cl)c2)CC1 (configuration not stated)	-1%	-5%	-6%
COc1ccc(Cc2nnc(NC(=O)Nc3ccccc3F)s2)cc1OC	-3%	2%	-6%
CC(C)=CC(=O)N1CCCC(N2CCN(c3ccccc3C)CC2)C1 (configuration not stated)	-8%	nt	1%
O=S(=O)(NCC1CCCO1)c1ccc(Cl)c(C(F)(F)F)c1 (configuration not stated)	-9%	5%	3%

Single records, as listed above. Order of screens: FEN1 inhibitor, TDP1 block, N370S GC
Profile of Cc1ccccc1NCc1cccn1-c1nnc(N2CCOCC2)s1 → 44%, 5%, nt
Profile of CC(=O)c1cccc(NC(=O)c2cc(=O)[nH]c3ccc(S(=O)(=O)N4CCOCC4)cc23)c1 → 2%, -4%, nt

(listing goes on)
SMILES	FEN1 inhibitor	TDP1 block	N370S GC
CC1(c2ccccc2)NC(=O)N(CC(=O)NNC(=O)c2ccccc2)C1=O (configuration not stated)	-14%	3%	-3%
O=C(NCc1ccccc1)C(c1cccnc1)N(C(=O)c1csnn1)c1ccc(F)cc1 (configuration not stated)	0%	4%[0.0935 µM]	-13%
COC(=O)c1cccc(Oc2cccc(C(F)(F)F)c2)n1	-14%	-1%	1%
Cc1ccc(C)c(OCc2n[nH]c(=S)o2)c1	8%	0%	11%
NC(=O)CSc1nnc(-c2ccoc2)o1	7%	-8%	17%
Cc1ccc(S(=O)(=O)c2cn(Cc3ccccc3)c3cc(N4CCCCC4)c(F)cc3c2=O)cc1	-1%	6%	nt
COc1ccc(NC(=O)CSc2ncnc3c2sc2ccccc23)c(OC)c1	-7%	-7%	1%
C=CCN1C(=O)CSC1=Nc1ccc(C(=O)O)cc1	-16%	nt	-12%
C=C(C)[C@@H]1CC[C@]2(C(=O)O)CC[C@]3(C)[C@H](CC[C@@H]4[C@@]5(C)CC[C@H](O)C(C)(C)[C@@H]5CC[C@]43C)[C@@H]12	8%	-2%	-4%
CC(C)(C)Nc1ncnc2c1cnn2-c1ccccc1	-22%	4%	16%
CC(CN1CCOCC1)c1ccccc1 (configuration not stated)	-4%	6%	-9%
C#CCOCCOCCOCCNc1nc(N2CCN(C(=O)[C@H](CCCCN)n3cc([C@@H](N)[C@H](C)CC)nn3)CC2)nc(N2CCN(C(=O)[C@H](CCCCN)n3cc([C@@H](N)CC(N)=O)nn3)CC2)n1	-8%	2%	nt
CC1=NN(c2ccccc2)C(=O)/C1=C\c1ccc(Br)s1	?	9%	1%
O=C(CCc1nnc2ccc(NCc3ccccc3Cl)nn12)NC1CCCCC1	0%	0%	-18%
COc1ccc(C2C(C(=O)O)CC(=O)N2C2CCCCC2)cc1 (configuration not stated)	1%	0%	4%
CCN(CC)c1ncnc2c1cnn2-c1cc(Cl)ccc1C	14%	8%	nt
Cc1cccc(N2CCN(S(=O)(=O)c3ccc(-c4cc(C(F)(F)F)on4)s3)CC2)c1C	-10%	5%	nt
CC1CCCN(CC(O)CN)C1 (configuration not stated)	4%	-5%[56.1 µM]	1%
O=C(CSc1nc2ccsc2c(=O)n1CC1CCC(C(=O)O)CC1)NCCc1ccc(Cl)cc1 (configuration not stated)	11%	4%	1%
COc1ccccc1NC(=O)NNC(=O)c1ccc(-c2ccccc2)cc1	10%	3%	15%
C=CCn1c(CNS(=O)(=O)c2ccc(Br)cc2)n[nH]c1=S	-3%	3%	1%
COc1ccc(S(=O)(=O)N2CCN(C(=O)c3cc(-c4ccccc4OC)n[nH]3)CC2)cc1	16%	nt	-3%
Cn1c(=O)oc2cc(S(=O)(=O)N3CCCC(C(=O)NCc4cccs4)C3)ccc21 (configuration not stated)	6%	2%	-1%
COc1ccc(NC(=S)NC(NC(=O)c2cccc(C)c2)C(Cl)(Cl)Cl)c([N+](=O)[O-])c1 (configuration not stated)	-19%	10%	-2%
CCn1cc(C(=O)N(CCC(C)C)c2c(N)n(Cc3ccccc3)c(=O)[nH]c2=O)c(=O)c2ccc(C)nc21	18%	6%	7%
SMILES	FEN1 inhibitor	TDP1 block	N370S GC
CCc1ccc(NC(=O)c2cc(CC(C)C)on2)cc1	-11%	-1%	9%
N#Cc1nc(-c2ccccc2Cl)oc1N1CCN(C(=O)c2ccco2)CC1	14%	3%	10%
O=C(Cc1cccs1)Nc1ccc(-c2nc3ccccc3[nH]2)cc1	0%	-8%	-3%
CCCn1c(SCC(=O)Nc2cc(Cl)ccc2OC)nc(O)cc1=O	11%	0%[56.1 µM]	nt
CCC(C)c1ccccc1OCCCNC1CCCC1 (configuration not stated)	-5%	nt	-13%
CCOC(=O)N1CCN(C(=O)Nc2cccc(Cl)c2)CC1	9%	0%	-1%
Cc1cc(C(=O)Nc2ccncc2)ccc1[N+](=O)[O-]	2%	nt	-10%
COc1ccccc1NS(=O)(=O)c1cccc2nsnc12	11%	5%	-9%
Cc1ccccc1-n1c(SCC(=O)Nc2ccc(Cl)cc2Cl)nc(O)cc1=O	-4%	-1%	nt
Cc1cccc(N=C2NN=C(c3c[nH]c4ccccc34)CS2)c1	7%	6%	16%
COC(=O)c1cccc(C23CC4(C2)[C@H](CN(Cc2cccnc2)[C@@H]4c2ccccc2)C3c2ccccc2)c1 (some centres not stated)	1%	15%&7%	-13%&-15%
Cn1c(=O)c2c(O)cc(=O)[nH]c2n(-c2ccccc2)c1=O	6%	-1%	-2%
C=CCOc1c(Br)cc(CNc2ccc(NC(=O)C(C)C)cc2)cc1OCC	-5%	5%	-2%
Cc1ccccc1-n1nnnc1SCC(=O)NCC1CCCO1 (configuration not stated)	2%	2%	11%
CCc1nnc(NC(=O)CSc2nc3ccccc3o2)s1	-6%	-4%	5%
CCCOc1ccc(NC(=O)CC2C(=O)N(c3ccc(C)cc3)C(=O)N2CCc2ccncc2)cc1 (configuration not stated)	-4%	0%	nt
COc1ccc(C2(C)NC(=O)N(CC(=O)Nc3cccnc3Cl)C2=O)cc1 (configuration not stated)	2%	1%	-3%

Compounds from the list above with a thiophene ring, fused or not:
SMILES	FEN1 inhibitor	TDP1 block	N370S GC
Cc1sc2nc(CSc3n[nH]c(N)n3)[nH]c(=O)c2c1C	-3%	11%	2%
O=C(Nc1ncc(Cl)cn1)c1cccs1	4%	2%	-7%
CCc1c(C)sc2c1CCN(C(=O)Nc1cc(C)cc(C)c1)C2c1ccccc1 (configuration not stated)	-3%	-1%	nt
OC(COCc1cccs1)CN1CCN(c2cccc(Cl)c2)CC1 (configuration not stated)	-1%	-5%	-6%
COc1ccc(NC(=O)CSc2ncnc3c2sc2ccccc23)c(OC)c1	-7%	-7%	1%
CC1=NN(c2ccccc2)C(=O)/C1=C\c1ccc(Br)s1	?	9%	1%
Cc1cccc(N2CCN(S(=O)(=O)c3ccc(-c4cc(C(F)(F)F)on4)s3)CC2)c1C	-10%	5%	nt
O=C(CSc1nc2ccsc2c(=O)n1CC1CCC(C(=O)O)CC1)NCCc1ccc(Cl)cc1 (configuration not stated)	11%	4%	1%
Cn1c(=O)oc2cc(S(=O)(=O)N3CCCC(C(=O)NCc4cccs4)C3)ccc21 (configuration not stated)	6%	2%	-1%
O=C(Cc1cccs1)Nc1ccc(-c2nc3ccccc3[nH]2)cc1	0%	-8%	-3%
